Source: PubChem BioAssay
IDH1 mut inh: inhibitors of human IDH1 R132H; IDH1 R132H reductase, diaphorase/resazurin fluorescence, 60 min; inhibition, % at 10 µM; hit rate 0.18% among 70,000; AID 624101; in the data active = inhibition above about 34%;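 note: 0% = DMSO and 100% = no enzyme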
EZH2 inh: EZH2 (human) methyltransferase inhibition. inhibition, % at 12.5 µM. hit rate 0.35% among 57,000. Q15910. AID 651548. PRC2 H3K27 methylation, DELFIA TRF, 1 h;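 active = mean inhibition of replicates at least 50% and every single replicate also reaching 50%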;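 note: dimethyl H3K27 on biotinylated H3 21-44 peptide detected by antibody; plate controls were median neutral control wells for no effect and median positive control wells for full effect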
Target sequence (Q15910 whole entry, looked up): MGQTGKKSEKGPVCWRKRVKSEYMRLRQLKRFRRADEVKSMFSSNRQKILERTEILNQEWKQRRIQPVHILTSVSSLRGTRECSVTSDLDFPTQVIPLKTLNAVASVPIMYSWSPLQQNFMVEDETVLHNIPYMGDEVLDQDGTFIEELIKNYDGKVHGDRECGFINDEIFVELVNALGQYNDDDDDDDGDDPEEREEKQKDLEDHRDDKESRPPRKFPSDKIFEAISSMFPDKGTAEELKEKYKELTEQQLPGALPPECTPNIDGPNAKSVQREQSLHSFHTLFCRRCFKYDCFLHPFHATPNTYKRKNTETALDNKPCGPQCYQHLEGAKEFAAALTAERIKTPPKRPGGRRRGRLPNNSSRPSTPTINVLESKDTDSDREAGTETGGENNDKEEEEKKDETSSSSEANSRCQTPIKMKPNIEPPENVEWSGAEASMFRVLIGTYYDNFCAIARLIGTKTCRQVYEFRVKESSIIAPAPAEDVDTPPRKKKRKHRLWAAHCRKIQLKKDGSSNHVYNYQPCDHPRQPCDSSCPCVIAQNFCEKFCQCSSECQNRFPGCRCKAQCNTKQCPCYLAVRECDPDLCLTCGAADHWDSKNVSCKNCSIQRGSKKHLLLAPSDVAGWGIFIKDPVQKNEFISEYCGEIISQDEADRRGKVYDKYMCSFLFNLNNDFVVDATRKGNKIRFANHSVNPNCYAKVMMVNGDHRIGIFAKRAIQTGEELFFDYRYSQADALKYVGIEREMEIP
Starred values were filed as active, the others as inactive; / = not tested or not shown. Some of the compounds tested. The share of hits here may be higher or lower than overall.

| Molecule | IDH1 mut inh | EZH2 inh |
| --- | --- | --- |
| COC(=O)c1cc(NC2c3ccccc3C(=O)N2c2ccccn2)cc(C(=O)OC)c1 (centres undefined) | 1.0 | -5 |
| COc1cccc(C#Cc2ccc3c(c2)O[C@H](CN(C)S(=O)(=O)c2ccccc2F)[C@H](C)CN([C@H](C)CO)S3(=O)=O)c1 | 0.3 | / |
| C[C@@H]1CCCCO[C@H](CN(C)S(=O)(=O)c2cccs2)[C@@H](C)CN([C@H](C)CO)C(=O)c2cc(NS(=O)(=O)c3ccc(F)cc3)ccc2O1 | 2.0 | / |
| C[C@@H]1CCCCO[C@H](CN(C)Cc2ccc(Cl)c(Cl)c2)[C@H](C)CN([C@@H](C)CO)C(=O)c2cc(NC(=O)Nc3ccccc3)ccc2O1 | 0.7 | / |
| COC(=O)COc1cccc(NC(=O)c2ccccc2Cl)c1 | -0.1 | -32 |
| CO[C@H]1CN(C)C(=O)c2cc(NC(=O)Cc3ccccc3)ccc2OC[C@H](C)N(CC2CC2)C[C@@H]1C | 0.0 | 1 |
| C[C@@H]1CCCCO[C@@H](CN(C)CC2CCCCC2)[C@H](C)CN([C@H](C)CO)C(=O)c2cc(NS(=O)(=O)c3ccc(F)cc3)ccc2O1 | -0.3 | / |
| CO[C@H]1CN(C)C(=O)c2cc(NS(C)(=O)=O)ccc2OC[C@H](C)N(CC2CCCCC2)C[C@@H]1C | -0.1 | -5 |
| COc1cc2c(cc1OC)C1Cc3ccc(OC)c(OC)c3CN1CC2 (centres undefined) | -2.4 | / |
| COCC#Cc1ccc2c(c1)O[C@@H](CN(C)C(=O)CN(C)C)[C@H](C)CN([C@@H](C)CO)S2(=O)=O | 0.2 | 2 |
| C/C=C/c1cnc2c(c1)C(=O)N([C@@H](C)CO)C[C@H](C)[C@@H](CN(C)Cc1cccc(C(=O)O)c1)O2 | -2.2 | 5 |
| C[C@@H]1CN([C@H](C)CO)C(=O)Cc2cc(NC(=O)C3CC3)ccc2O[C@@H]1CN(C)S(=O)(=O)c1ccccc1 | / | 4 |
| CO[C@@H]1CN(C)C(=O)c2cc(NS(=O)(=O)CC(F)(F)F)ccc2OC[C@@H](C)N(Cc2ccccn2)C[C@H]1C | 0.0 | 6 |
| C[C@@H]1CN([C@@H](C)CO)S(=O)(=O)c2ccc(-c3cccc(F)c3)cc2O[C@@H]1CN(C)C | -0.9 | 24 |
| CO[C@H]1CN(C)C(=O)c2ccc(NC(=O)C3CCCCC3)cc2OC[C@@H](C)N(Cc2cccnc2)C[C@@H]1C | -0.2 | 4 |
| Cc1cc(N(CC(=O)NC(C)C)S(C)(=O)=O)ccc1Br | 0.0 | 1 |
| O=C(C[C@H]1C[C@@H]2c3cc(NC(=O)C4CCC4)ccc3O[C@@H]2[C@@H](CO)O1)NCc1ccc(-c2ccccc2)cc1 | -0.4 | -8 |
| O=C(Nc1sccc1C(=O)N1CCOCC1)c1cccnc1 | -0.1 | -7 |
| CC(=O)N[C@@H]1C=C[C@@H](CC(=O)NCC2CCCCC2)O[C@@H]1CO | -0.4 | 2 |
| C[C@H]1CN([C@@H](C)CO)C(=O)CCCn2cc(nn2)CO[C@@H]1CN(C)C(=O)Nc1ccc(-c2cccs2)cc1 | 0.8 | / |
| CC(C)CC#Cc1cnc2c(c1)C(=O)N([C@@H](C)CO)C[C@@H](C)[C@@H](CN(C)C(=O)c1ccccc1)O2 | -0.1 | / |
| CC1(C)CC(=O)c2c(O)cc(OCC(=O)c3ccccc3)cc2O1 | 1.4 | / |
| C[C@H]1CN([C@@H](C)CO)C(=O)c2ccccc2-c2ccccc2CO[C@@H]1CN(C)S(=O)(=O)c1cn(C)cn1 | 0.4 | -2 |
| C[C@@H]1CN([C@H](C)CO)C(=O)c2cc(NC(=O)CCN3CCOCC3)ccc2O[C@@H]1CN(C)C(=O)Nc1ccc(F)cc1 | 0.4 | -7 |
| C[C@@H]1CN([C@H](C)CO)C(=O)c2cc(NS(=O)(=O)c3cn(C)cn3)ccc2O[C@@H](C)CCCCO[C@H]1CN(C)S(=O)(=O)c1ccc(F)cc1 | 0.7 | / |
| CCCC(=O)Nc1ccc2c(c1)OC[C@H](C)N(C)C[C@@H](C)[C@@H](OC)CN(C)C2=O | -0.1 | 4 |
| COc1cccc(S(=O)(=O)N(C)C[C@H]2OCc3ccccc3-c3c(n(C)c4ccccc34)C(=O)N([C@H](C)CO)C[C@@H]2C)c1 | / | -21 |
| Cc1noc(C)c1NC(=O)N(C)C[C@H]1Oc2c(NS(=O)(=O)c3ccc(F)cc3)cccc2C(=O)N([C@H](C)CO)C[C@@H]1C | 0.0 | / |
| C[C@@H]1CCCCO[C@@H](CN(C)Cc2ccncc2)[C@H](C)CN([C@@H](C)CO)C(=O)c2cc(NC(=O)CCCN(C)C)ccc2O1 | 10 | -6 |
| C[C@H]1CN([C@@H](C)CO)C(=O)c2cc(-c3ccc(F)cc3)cnc2O[C@H]1CN(C)C(=O)c1ccncc1 | / | 8 |
| Cc1noc(C)c1NC(=O)N(C)C[C@@H]1Oc2ccc(NS(=O)(=O)c3cccs3)cc2CC(=O)N([C@H](C)CO)C[C@@H]1C | 2.8 | / |
| Cc1ccc(S(=O)(=O)N(C)C[C@@H]2OCCCC[C@@H](C)Oc3ccc(NC(=O)Cc4ccccc4)cc3C(=O)N([C@@H](C)CO)C[C@H]2C)cc1 | 0.2 | / |
| Cc1noc(C)c1S(=O)(=O)Nc1ccc2c(c1)C(=O)N([C@H](C)CO)C[C@H](C)[C@@H](CN(C)Cc1ccc(Cl)c(Cl)c1)OCCCC[C@H](C)O2 | 1.3 | / |
| COc1ccc(S(=O)(=O)N(C)C[C@@H]2Oc3ccc(NS(=O)(=O)c4c(C)noc4C)cc3CC(=O)N([C@H](C)CO)C[C@H]2C)cc1 | 0.4 | / |
| C[C@@H]1CN([C@H](C)CO)C(=O)c2cc(NC(=O)Cc3cn(C)c4ccccc34)ccc2O[C@H]1CN(C)C(=O)Nc1ccccc1 | / | 1 |
| CC(C)C#Cc1cnc2c(c1)C(=O)N([C@H](C)CO)C[C@@H](C)[C@H](CN(C)C(=O)CC1CC1)O2 | -0.2 | / |
| O=C1CC2(CCCC2)CC(=O)N1CCNCC1COc2ccccc2O1 (centres undefined) | -0.4 | / |
| COc1ccccc1NC(=O)N[C@@H]1C=C[C@H](CC(=O)N2CCC(Cc3ccccc3)CC2)O[C@@H]1CO | -0.2 | -2 |
| CCC(=O)N(C)C[C@@H]1Oc2cc(-c3ccccc3F)ccc2S(=O)(=O)N([C@@H](C)CO)C[C@@H]1C | 0.8 | -6 |
| C[C@H](CO)N1C[C@H](C)[C@H](CN(C)C(=O)Nc2ccc3c(c2)OCO3)Oc2ccc(NS(=O)(=O)c3ccc(F)cc3)cc2C1=O | -0.1 | / |

The final 2 entries of the part above come first, to join the parts.
| Molecule | IDH1 mut inh | EZH2 inh |
| --- | --- | --- |
| CCC(=O)N(C)C[C@@H]1Oc2cc(-c3ccccc3F)ccc2S(=O)(=O)N([C@@H](C)CO)C[C@@H]1C | 0.8 | -6 |
| C[C@H](CO)N1C[C@H](C)[C@H](CN(C)C(=O)Nc2ccc3c(c2)OCO3)Oc2ccc(NS(=O)(=O)c3ccc(F)cc3)cc2C1=O | -0.1 | / |
| O=C(C[C@@H]1CC[C@H](NS(=O)(=O)c2ccccc2)[C@H](CO)O1)NCc1ccccc1F | 0.2 | 18 |
| O=C(O)Cc1ccc(NC(=O)c2cccnc2C(=O)O)cc1 | 0.6 | -14 |
| C[C@@H]1CN([C@H](C)CO)C(=O)c2cc(NC(=O)Nc3ccc4c(c3)OCO4)ccc2O[C@@H](C)CCCCO[C@H]1CN(C)S(=O)(=O)c1cccs1 | -0.6 | / |
| C[C@H](CO)N1C[C@H](C)[C@H](CN(C)C(=O)Cc2cccnc2)Oc2cc(C#Cc3ccccc3F)ccc2S1(=O)=O | -0.2 | / |
| CS(=O)(=O)N(CC(=O)Nc1ccc2ccccc2c1)c1cccc2ccccc12 | 0.3 | 2 |
| C[C@@H]1CN([C@@H](C)CO)C(=O)c2cc(NC(=O)CCN3CCOCC3)ccc2O[C@H]1CN(C)Cc1ccc(C(=O)Nc2ccccc2N)cc1 | 0.3 | 12 |
| C[C@H](CO)N1C[C@H](C)[C@H](CN(C)C(=O)Nc2ccc(C(F)(F)F)cc2)OCCCC[C@H](C)Oc2ccc(NC(=O)Nc3ccc4c(c3)OCO4)cc2C1=O | -0.2 | / |
| C[C@@H]1CN([C@@H](C)CO)C(=O)CCCn2nncc2CO[C@@H]1CN(C)C(=O)Nc1ccccc1F | 0.7 | / |
| C[C@@H]1CN([C@@H](C)CO)C(=O)CCCn2nncc2CO[C@@H]1CN(C)Cc1ccccc1 | 1.8 | -2 |
| NC(=O)CSc1nnc(-c2ccccc2O)n1-c1ccccc1 | 0.1 | -6 |
| COc1ccc(NC(=O)N(C)C[C@@H]2OCc3ccccc3-c3ccccc3C(=O)N([C@H](C)CO)C[C@H]2C)c(OC)c1 | / | -3 |
| CC(C)NC(=O)N[C@H]1C=C[C@@H](CC(=O)NCc2ccc(Oc3ccccc3)cc2)O[C@@H]1CO | 0.2 | -6 |
| C[C@H]1CN([C@@H](C)CO)C(=O)c2cc(NC(=O)CCN3CCOCC3)ccc2O[C@@H]1CN(C)S(=O)(=O)c1cn(C)cn1 | -1.0 | / |
| C[C@@H]1CN([C@@H](C)CO)C(=O)Cc2cc(NS(C)(=O)=O)ccc2O[C@@H]1CN(C)Cc1ccc(-c2ccccc2)cc1 | -0.1 | -2 |
| C[C@@H]1CN([C@@H](C)CO)C(=O)Cc2cc(NC(=O)CCCCCC(=O)Nc3ccccc3N)ccc2O[C@@H]1CN(C)C(=O)NC1CCCCC1 | / | 4 |
| CCOC(=O)Nc1ccc2c(c1)nc(CN1CCOCC1)n2C | -0.3 | 4 |
| CCOc1cccc2cc(C(=O)NCc3ccco3)c(=O)oc12 | -0.3 | -2 |
| C[C@@H]1CN([C@@H](C)CO)C(=O)c2cc(NC(=O)CCCN(C)C)ccc2O[C@@H]1CN(C)C(=O)Nc1cccc2ccccc12 | 0.0 | 4 |
| C[C@H]1CN([C@@H](C)CO)C(=O)c2cc(-c3cccnc3)cnc2O[C@H]1CN(C)Cc1ccc(-c2ccccc2)cc1 | / | -5 |
| COc1cc(OC)c(C(=O)CCCCN2CCC3(CC2)NC(=O)NC3=O)cc1NS(=O)(=O)c1ccc(C(F)(F)F)cc1 | 0.1 | 15 |
| C[C@H]1CN([C@@H](C)CO)C(=O)c2cc(NC(=O)CCN3CCOCC3)ccc2O[C@@H]1CN(C)C(=O)Nc1cccc2ccccc12 | / | 0 |
| COc1ccccc1C(=O)Nc1ccc2c(c1)OC[C@@H](C)N(C(C)=O)C[C@H](C)[C@@H](OC)CN(C)C2=O | -0.8 | -7 |
| CO[C@@H]1CN(C)C(=O)c2cc(NS(=O)(=O)CC(F)(F)F)ccc2OC[C@H](C)N(Cc2ccccn2)C[C@H]1C | 0.0 | -19 |
| CCCNC(=O)N(C)C[C@@H]1Oc2ncc(C#C[C@H](C)O)cc2C(=O)N([C@@H](C)CO)C[C@@H]1C | 0.6 | -13 |
| COc1ccc(-c2cnc3c(c2)C(=O)N([C@@H](C)CO)C[C@H](C)[C@@H](CN(C)Cc2ccccc2)O3)cc1 | 0.3 | -4 |
| O=C(N[C@H]1CC[C@H](CCNS(=O)(=O)c2ccc(F)cc2)O[C@H]1CO)c1cccnc1 | 0.1 | 8 |
| CCn1c(SCC(=O)Nc2ccc3c(c2)OCCO3)nnc1-c1ccccc1O | 0.4 | -14 |
| C[C@H]1CN([C@@H](C)CO)S(=O)(=O)c2ccc(C#CCN(C)C)cc2O[C@H]1CN(C)C(=O)CC1CC1 | 0.4 | / |
| O=C(CCCCCC(=O)N/N=C/c1ccc(O)cc1O)NO | -0.2 | 5 |
| CC(C)CC#Cc1ccc2c(c1)O[C@@H](CN(C)Cc1cccnc1)[C@H](C)CN([C@@H](C)CO)S2(=O)=O | 19 | 37 |
| C[C@H](CO)N1C[C@H](C)[C@@H](CN(C)Cc2ccc(C(=O)O)cc2)Oc2ncc(-c3ccc(C(=O)N(C)C)cc3)cc2C1=O | 0.1 | / |
| Cc1cc(C)c(C#N)c(SCC(O)CNc2ccc(Cl)cc2)n1 (centres undefined) | 0.1 | 25 |
| O=C(c1ccccc1Br)N1CCN(c2ccc([N+](=O)[O-])c(NCc3cccnc3)c2)CC1 | 0.0 | -8 |
| Cc1ccc(OCCCSc2nc(C)cc(=O)[nH]2)c(I)c1 | 0.2 | 43 |
| C[C@H]1CN([C@@H](C)CO)C(=O)Cc2cc(NC(=O)CCC(F)(F)F)ccc2O[C@@H]1CN(C)S(=O)(=O)c1cccs1 | -1.7 | / |
| O=C(C[C@@H]1C[C@H]2c3cc(NC(=O)C4CCOCC4)ccc3O[C@H]2[C@@H](CO)O1)NCc1ccccn1 | 0.1 | -5 |
| CC(C)NC(=O)N(C)C[C@@H]1Oc2cc(-c3cccnc3)ccc2S(=O)(=O)N([C@H](C)CO)C[C@H]1C | 0.0 | / |
| Cc1ccc(C)c(N2CCN(C(=O)CN3CC(c4ccccc4)CC3=O)CC2)c1 (centres undefined) | -0.4 | 5 |

Record cards, from the list above. Values in the order: IDH1 mut inh, EZH2 inh
`C[C@H](CO)N1C[C@H](C)[C@@H](CN(C)Cc2ccc(C(=O)O)cc2)Oc2ncc(-c3ccc(C(=O)N(C)C)cc3)cc2C1=O` as listed: 0.1, /
`Cc1ccc(C)c(N2CCN(C(=O)CN3CC(c4ccccc4)CC3=O)CC2)c1` (centres undefined) as listed: -0.4, 5
`C[C@H]1CN([C@@H](C)CO)C(=O)c2cc(NC(=O)CCN3CCOCC3)ccc2O[C@@H]1CN(C)C(=O)Nc1cccc2ccccc12` as listed: /, 0
`O=C(CCCCCC(=O)N/N=C/c1ccc(O)cc1O)NO` as listed: -0.2, 5
`C[C@H]1CN([C@@H](C)CO)S(=O)(=O)c2ccc(C#CCN(C)C)cc2O[C@H]1CN(C)C(=O)CC1CC1` as listed: 0.4, /
